Assay outcomes (PubChem BioAssay)
RGS4 block: inhibitors of human RGS4 | P49798 | HEK293 M3R/RGS4 inducible, Fluo-4 calcium flux; stronger effect = higher value; triggered by carbachol at its EC20 | B-score at 10 µM | actives 0.45% (n = 310,000) | AID 463165;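 active = B-score, a plate-corrected calcium signal, over three deviations above library mean, with baseline fluorescence within five deviations of library mean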;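 also: RGS4 expression induced by doxycycline in cells with stable M3 receptor; B-score is computed from the integrated fluorescence ratio over baseline after carbachol; higher B-score means a larger calcium signal and so more RGS4 inhibition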
KCNQ1 block: blocks the human KCNQ1 potassium channel; B-score at 10 µM; CHO-K1 KCNQ1, FluxOR thallium flux fluorescence; stronger effect = higher value; actives 1.3% (n = 310,000);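 active = compounds whose thallium flux B-score, printed positive for inhibition, exceeds three library SD while starting fluorescence stays within three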;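 also: channel opened by potassium depolarization with thallium stimulus after 20 min compound exposure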
Target sequence (P51787 whole entry, looked up): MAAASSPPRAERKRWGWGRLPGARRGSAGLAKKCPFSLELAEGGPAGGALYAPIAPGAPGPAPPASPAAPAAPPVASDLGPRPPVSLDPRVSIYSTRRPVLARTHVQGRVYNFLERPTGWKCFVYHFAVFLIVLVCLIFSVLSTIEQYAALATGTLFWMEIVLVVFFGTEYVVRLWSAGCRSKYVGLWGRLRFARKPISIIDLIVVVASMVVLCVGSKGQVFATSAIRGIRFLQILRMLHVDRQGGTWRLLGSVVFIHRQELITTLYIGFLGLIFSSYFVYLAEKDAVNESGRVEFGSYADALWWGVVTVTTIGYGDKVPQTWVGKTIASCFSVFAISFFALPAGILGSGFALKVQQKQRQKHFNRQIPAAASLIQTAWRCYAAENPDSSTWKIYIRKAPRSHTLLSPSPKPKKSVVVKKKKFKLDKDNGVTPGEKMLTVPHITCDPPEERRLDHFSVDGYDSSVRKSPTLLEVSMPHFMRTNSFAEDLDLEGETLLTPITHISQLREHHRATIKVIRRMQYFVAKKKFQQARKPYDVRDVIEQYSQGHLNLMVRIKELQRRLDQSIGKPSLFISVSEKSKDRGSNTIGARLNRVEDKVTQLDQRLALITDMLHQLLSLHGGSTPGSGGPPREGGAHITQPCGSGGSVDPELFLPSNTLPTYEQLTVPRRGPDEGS
KCNQ1 act: potentiates or activates the human KCNQ1 potassium channel | P51787 | CHO-K1 KCNQ1, thallium flux FluxOR fluorescence; stronger effect = higher value | B-score at 10 µM | actives 0.35% (n = 310,000) | AID 2648;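 active = fluorescence ratio B-score, a plate-corrected score, at least three library SD, with initial intensity B-score within 5 SD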
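System: Stable KCNQ1 CHO-K1 line | Incubation: 90 min dye loading and 20 min compound exposure, both at room temperature | Measure: Ratio B score | Medium: Assay buffer for compound exposure, DMSO matched across wells | Compound dosing: Single-concentration screen | Probe or stimulus: K+/Tl+ depolarizing stimulus | Measured by: Kinetic FluxOR fluorescence, 10 s baseline plus 110 s post-stimulus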
SKKanGAS inh: inhibitors of SKKanGAS S. pyogenes growth in kanamycin (SK-promoter or general growth effect) | BacTiter-Glo, 6 h | inhibition, % at 7.5 µM | actives 1.3% (n = 300,000);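 active = mean replicate score, as percent of positive control median, at least 50; inconclusive = mean below 50 but one replicate at or above 50; inactive = mean and every replicate below 50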;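 also: strain carries kanamycin resistance gene driven by streptokinase promoter and grows in 40 µg/ml kanamycin; loss of luminescence reflects streptokinase promoter inhibition or plain growth inhibition; 0% = median of DMSO wells and 100% = positive control at its reference dose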
KCNK3 inh: human KCNK3 channel inhibition, primary screen | AID 602410 | B-score at 10 µM | actives 0.84% (n = 340,000) | CHO-KCNK3 thallium flux, FluxOR fluorescence; stronger effect = lower value;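 active = B-score under library mean minus 4 SD, starting fluorescence ratio at most library mean plus 5 SD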;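 also: more negative B-score means stronger inhibition of thallium flux through KCNK3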
KCNK9 inh: human KCNK9 channel inhibition | Q9NPC2 | HEK293 KCNK9, FluxOR thallium flux fluorescence; stronger effect = lower value | B-score at 10 µM | actives 1.2% (n = 310,000);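 active = ratio B-score over 3 SD below the library mean, with starting fluorescence within 5 SD of its mean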;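 also: negative B-score means less thallium flux so channel inhibition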
ANO1 activ: mouse TMEM16A channel activation, primary screen. AID 623877. actives 0.3% (n = 340,000). HEK293 TMEM16A/YFP-H148Q/I152L, iodide quench fluorescence; stronger effect = lower value. Q8BHY3. B-score at 10 µM;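 active = fluorescence-ratio B-score plate-corrected deviation score at least 3 library SD below zero, with starting fluorescence score within 5 deviations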;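 also: channel opened by trigger with iodide after compound preincubation; score built on the fluorescence ratio of max minus min over baseline; more negative score means more quench and so TMEM16A activation or potentiation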
hERG rescue: hERG (human) protection from proarrhythmic block | activation (rescue from dofetilide block), less the hit threshold, % at 10 µM | Q12809 | CHO-hERG, FluxOR thallium flux, dofetilide IC70 present | actives 0.51% (n = 310,000) | AID 1511;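 active = activation above the mean of controls blocked by dofetilide plus 5 SD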;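 also: thallium influx through hERG after potassium depolarization seen as dye fluorescence rise; in these data hits start at about 4.7%; inactives centre near -7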
RGS4 act: potentiators or activators of RGS4 | HEK293 M3R/inducible RGS4, carbachol calcium flux Fluo4; stronger effect = lower value | B-score at 10 µM | actives 0.92% (n = 310,000);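 active = B-score of the integrated calcium signal more than 4 SD below the library mean, with starting fluorescence not abnormally high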;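 also: negative B-score means reduced calcium response which marks RGS4 activation or potentiation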
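test system = HEK293 cells with stable M3R and inducible RGS4 | schedule = recording 10 s baseline at 1 Hz, 100 s post-agonist | technique = Fluo4-AM (2 µM) calcium-flux fluorescence, kinetic read | measure = Agonist-evoked peak-minus-minimum fluorescence over baseline, integrated ratio, B score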
HDAC3 inhib: human HDAC3 inhibition. O15379. recombinant HDAC3, fluorogenic peptide/trypsin coupled, fluorescence. inhibition, % at 8.3 µM. actives 0.15% (n = 320,000). AID 2718; in the data active = inhibition above about 26%, passing the limit was not always enough; inconclusive = no clear call, values can overlap the other calls
Target sequence (O15379 whole entry, looked up): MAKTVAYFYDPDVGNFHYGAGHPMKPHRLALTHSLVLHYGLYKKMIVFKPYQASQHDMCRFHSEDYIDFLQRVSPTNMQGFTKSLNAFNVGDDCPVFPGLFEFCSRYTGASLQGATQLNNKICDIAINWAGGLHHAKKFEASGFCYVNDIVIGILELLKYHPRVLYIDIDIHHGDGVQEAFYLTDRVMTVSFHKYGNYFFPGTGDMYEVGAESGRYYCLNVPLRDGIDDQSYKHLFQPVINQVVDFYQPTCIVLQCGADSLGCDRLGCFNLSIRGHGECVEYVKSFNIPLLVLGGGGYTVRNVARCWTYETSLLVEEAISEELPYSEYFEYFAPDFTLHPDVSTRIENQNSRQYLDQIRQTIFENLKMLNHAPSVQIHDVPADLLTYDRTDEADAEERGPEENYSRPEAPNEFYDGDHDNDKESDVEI
ANO1 block: inhibitors of mouse TMEM16A calcium-activated chloride channel | HEK293 TMEM16A/YFP iodide influx fluorescence, ionomycin | normalized B-score (activity score, 25-100; higher = stronger inhibition) at 10 µM | Q8BHY3 | actives 1.2% (n = 310,000);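 active = ratio plate-corrected score three or more library SD toward inhibition, starting fluorescence score within five deviations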;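 also: score derived from kinetic fluorescence span divided by baseline fluorescence per well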
Starred values were filed as active, the others as inactive; i = inactive; ? = inconclusive; / = not tested or not shown.

mol	hERG rescue	KCNK3 inh	HDAC3 inhib	ANO1 activ	KCNK9 inh	SKKanGAS inh	KCNQ1 block	ANO1 block	KCNQ1 act	RGS4 act	RGS4 block
CCN1C[C@]2(COC)CC[C@H](O)[C@@]34C5C[C@@H]6[C@@H](OC)C[C@@](O)(C5[C@H]6O)[C@](O)([C@@H](OC)C23)[C@@H]14 (some centres not stated)	-7	i	-5	i	i	-4	i	i	i	i	i
CCOc1cc2c(cc1OCC)-n1cccc1C(c1ccccc1OC)NC2 (configuration not stated)	-8	i	1	/	i	-13	i	i	i	i	i
CC(C)C12CN3CC(C(C)C)(CN(C1)C3c1cccnc1)C2=O (configuration not stated)	-6	i	-6	i	i	-8	i	i	i	i	i
CCNC(=O)[C@H]1O[C@@H](n2cnc3c(N)ncnc32)[C@H](O)[C@@H]1O	-4	i	0	i	i	1	i	i	i	i	9.8*
Cc1cccc(-n2c(C)nc3ccccc3c2=O)n1	-7	i	4	i	i	2	i	i	i	i	i
CCCCn1c(O)c(C(CC)=NCCN2CCOCC2)c(=O)[nH]c1=O	-1	i	4	i	i	4	i	i	i	i	i
COc1ccc(OC)c(N=Cc2c(O)n(Cc3ccccc3)c(=S)[nH]c2=O)c1	-6	i	-2	i	i	51*	i	i	i	i	i
O=c1[nH]c(=O)n(Cc2ccco2)c(O)c1C=NCCN1CCNCC1	-13	i	4	i	i	1	i	i	i	i	i
CCN(CC)P(=O)(c1nccn1C)N(CC)CC	-8	i	-7	i	i	/	i	i	i	i	i
CC(C)c1ccc(N2C(=O)CC(=O)NC2=O)cc1	-6	i	-2	i	i	3	i	i	i	i	i
CCN(CC)C(=O)c1ccc(NC(=S)NC(=O)CCc2ccccc2)cc1	-18	i	-6	i	i	9	i	i	i	i	i
Nc1nc(SCCC(F)=C(F)F)n[nH]1	-9	i	2	i	i	6	i	i	i	i	i
Cn1c(O)c(C=NCCN2CCNCC2)c(=O)n(C)c1=O	-10	i	-8	i	i	3	i	i	i	i	i
CC(C)n1c(=O)c(C=Nc2ccc(F)cc2)c(O)n(Cc2ccco2)c1=O	-6	i	7	i	i	-9	i	i	i	i	i
O=C(Cc1ccc(Br)cc1)N1CCN(Cc2ccccc2)CC1	-7	i	-8	i	i	2	i	i	i	i	i
COc1ccc2oc3c(c2c1)NC(=O)CN=C3c1ccccc1	-10	i	-1	i	i	-5	i	i	i	i	i
CN1C(=O)/C(=C\c2ccc(N3CCCCC3)o2)C(=O)NC1=S	-17	i	1	i	i	3	i	i	i	i	i
O=C1CCN(C(=O)C(Cl)Cl)N1	-7	i	-7	i	i	-5	i	i	i	i	i
O=P(Nc1ccccc1Cl)(c1ccccc1)c1nc2c(s1)CCCC2 (configuration not stated)	-16	i	6	i	i	-1	i	i	i	i	i
COc1ccc(CNCC(=O)N2CCC3(CC2)OCCO3)cc1	-2	i	0	/	i	-18	i	i	i	i	i
CC(=NCc1cccnc1)c1c(O)n(-c2ccc(C)cc2)c(=O)[nH]c1=O	-9	i	3	i	i	3	i	i	i	i	i
Cc1ccc(N2C(=O)NC(=O)/C(=C\c3cnc(-c4ccccc4)nc3)C2=O)cc1	-8	i	/	i	i	1	i	i	i	i	i
Cn1cc(C(=O)N2CCCCC2)c2ccccc21	-2	i	6	i	i	-11	i	i	i	i	i
COc1cc(C(=O)N/N=C/C23CC[C@@H](O)CC2(O)CC[C@@H]2[C@@H]3CCC3(C)C(C4=CC(=O)OC4)CCC23O)ccc1O (some centres not stated)	-1	i	2	i	i	8	i	i	i	i	i
Cn1c(O)c(/C=C/C=Nc2ccccc2)c(=O)n(C)c1=S	-7	i	-3	i	i	18	i	i	i	i	i
CC(=O)Nc1ccc(OCCF)cc1	-8	i	-5	i	i	-6	i	i	i	i	i
Brc1ccccc1CNCCc1ccc2c(c1)OCO2	-6	i	2	i	i	4	i	i	i	i	i
CCC(=NCC1CCCO1)c1c(O)n(-c2ccccc2C)c(=O)[nH]c1=O (configuration not stated)	-13	i	0	i	i	3	i	i	i	i	i
COc1ccc(Br)cc1CNCCc1ccc2c(c1)OCO2	-6	i	8	i	i	-6	i	i	i	i	i
CC(N)Cc1cn(Cc2ccccc2)c2ccccc12 (configuration not stated)	-16	i	6	i	i	5	i	i	i	i	i
COCCCNC(=O)Cn1cc(/C=C2\C(=O)NC(=O)N(c3ccccc3F)C2=O)c2ccccc21	-42	i	-1	i	i	-9	i	i	i	i	i
O=c1cccc2n1CC1CC2CN(c2ncnc3c2cnn3-c2ccccc2)C1 (configuration not stated)	-4	i	5	i	i	-5	i	i	i	i	i
CN(C)C(=O)Oc1ccc(OCc2n(C)c3ccccc3[n+]2C)cc1	-12	i	2	i	i	-3	i	i	i	i	i
CCOC(=O)c1c(C)n(Cc2ccccc2)c2ccc(OCC(O)Cn3nc(C)nc3C)cc12 (configuration not stated)	-13	i	-2	i	i	1	i	i	i	i	i
Cc1cc(C(=O)Nc2ccccc2)nn1C(C)(C)C	-8	i	-2	i	i	-2	i	i	i	i	i
CCCOC(=O)C1C2c3ccccc3C(c3ccccc32)C1C(=O)O (configuration not stated)	-9	i	0	i	i	7	i	i	i	i	i
CC1(C)C2CC=C(CN3CCOCC3)C1C2 (configuration not stated)	-4	i	-8	i	i	-7	i	i	i	i	i
CC[N+](C)(CC)CCCCOc1ccc2c(c1)C(=O)c1cc(OCCCC[N+](C)(CC)CC)ccc1-2	-2	i	?	i	i	8	i	i	i	i	i
COc1ccc(CCNCc2ccc(F)cc2)cc1OC	-10	i	6	i	i	0	i	i	i	i	i
C=CCn1c(O)c(C(CC)=Nc2ccc(N(C)C)cc2)c(=O)[nH]c1=O	-9	i	-6	i	i	57*	i	i	i	i	i
O=C(CCC(=O)N1CCC2(CC1)OCCO2)Nc1nnc(C2CCCCC2)s1	-10	i	-1	i	i	2	i	i	i	i	i
CCN1C(=O)/C(=C/c2ccc3c(c2)CCN3CCCCl)C(=O)NC1=S	-9	i	5	i	i	1	i	i	i	i	i
CC(C)CNC(=O)c1c(N)n(Cc2ccc3c(c2)OCO3)c2nc3ccccc3nc12	-14	i	2	i	i	23	i	i	i	i	i
CN1C(=O)C(=Cc2ccc(-c3cccc(Cl)c3)o2)C(=O)N(C)C1=O	-6	/	-6	/	i	1	i	i	i	i	5*
COc1cccc(NP(=O)(Oc2ccccc2)Oc2ccccc2)c1	-17	i	6	i	i	-2	i	i	i	i	i
C=CCn1c(O)c(/C(CC)=N/NC(=S)Nc2ccccc2)c(=O)[nH]c1=O	-23	i	-1	i	i	-5	i	i	i	i	i
CC12CC[C@H]3[C@@H](CCC4(O)C[C@H](O)CCC34/C=N/NC(=O)Cc3ccccc3)C1(O)CCC2C1=CC(=O)OC1 (some centres not stated)	-13	i	-2	i	i	8	i	i	i	i	i
COc1ccc(CCNCc2ccncc2)cc1	-8	i	-6	i	i	-1	i	i	i	i	i
O=C(Cn1ncc2ccccc21)N1CCC2(CC1)OCCO2	2	i	-4	i	i	-4	i	i	i	i	i
CC(C)(C)c1ccc(CN2C(=O)CN=C(c3ccccc3)c3ccccc32)cc1	-19	i	1	i	-13*	7	6*	i	i	i	i
COc1ccc(C2N3CC(C)(C)CN23)cc1 (configuration not stated)	-13	/	0	/	i	-21	i	i	i	i	i
O=C1NC(=O)C(=Cc2ccc(-c3ccc(F)cc3O)o2)C(=O)N1	-12	i	5	i	i	2	i	i	i	i	40*
CCN(CC)C(=O)c1ccc(NC(=O)COc2ccc(-c3nn(C)c(=O)c4ccccc34)cc2)cc1	-11	i	1	i	i	7	i	i	i	i	i
C=CCn1cc(C=C2C(=O)NC(=O)NC2=O)c2ccccc21	-5	i	-1	i	i	1	i	i	i	i	i
Oc1ccc(Cl)cc1CN1CCN(Cc2ccccc2)CC1	-5	i	-2	i	i	8	i	i	i	i	i
O=C(Nc1ccc(C(F)(F)F)cc1)OC1CN2CCC1CC2 (configuration not stated)	-12	i	14	i	i	-4	i	i	i	i	i
O=S(=O)(c1ccc(Cl)cc1Cl)N1CCCC1c1cccnc1 (configuration not stated)	-14	i	2	i	i	-12	i	i	i	i	i
Cc1nnc(SCc2nc3ccccc3c(=O)n2-c2ccccc2Cl)n1N	-5	i	-2	i	i	-1	i	i	i	i	i
CCOC(=O)Cn1cc(C(=O)c2ccccc2)c2ccccc21	3	i	7	i	i	10	i	i	i	i	i
N=C1c2ccccc2CN1c1ccc(F)c([N+](=O)[O-])c1	0	i	-3	i	i	-4	i	i	i	i	i

Next section
mol	hERG rescue	KCNK3 inh	HDAC3 inhib	ANO1 activ	KCNK9 inh	SKKanGAS inh	KCNQ1 block	ANO1 block	KCNQ1 act	RGS4 act	RGS4 block
O=C(CCCN1CCC2(CC1)C(=O)NCN2c1ccccc1)c1ccc(F)cc1	-15	i	6	-11*	i	13	i	25*	23*	i	i
Cc1nn(Cc2ccccc2)c(Cl)c1C(=O)Nc1ccc(OC(F)(F)F)cc1	-7	i	4	i	i	-6	i	i	i	i	i
COc1ccc(C(=O)C2CCCN(CCO)C2)c(C)c1 (configuration not stated)	-1	i	3	i	i	-4	i	i	i	i	i
Cc1cc(C)cc(N2C(=O)NC(=O)/C(=C\C=C\c3ccco3)C2=O)c1	-12	i	3	i	i	5	i	i	i	i	23*
CCCCn1c(=O)c(C(=O)Nc2ccc(C)cn2)c(O)c2ccccc21	-6	i	-2	i	-7.7*	6	i	i	i	i	i
O=C(c1cc(F)ccc1F)C1CCCN(Cc2cc(Cl)ccc2O)C1 (configuration not stated)	-8	i	-6	i	i	1	6*	i	i	i	i
C=CCN1C(=O)NC(=O)/C(=C/c2ccc(N(C)C)c(Br)c2)C1=O	-13	i	4	i	i	-2	i	i	i	i	i
CN(C)C1(CNC(=O)c2cc(S(=O)(=O)N3CCOCC3)c(Cl)cc2Cl)CCCCC1	-3	i	-3	i	i	-5	i	i	i	i	i
CC1N=C(c2ccccc2)c2cc(Br)ccc2NC1=O (configuration not stated)	3	i	-5	i	i	-4	i	i	i	i	i

Some of the compounds tested; the hit share may differ from the screen's.
